Screens as filed in PubChem.
CXXC DNA block – blocks binding of human MLL CXXC domain to DNA. MLL-CXXC / FITC-HOXA9 DNA fluorescence polarization. AID 2662. actives 0.037% (n = 290,000). Potency, µM (highest dose often 115 µM), for inactives: at the highest dose activity change, negative = inhibition, usual class: inhibitors. Q03164; active = well fitted inhibition curve with a large enough effect in the polarisation, with a control signal flat, not every such curve was filed as active; inconclusive = small, poorly fitted or top-dose-only effect, or effect the other way, or a change in a side signal; inactive = no such curve, though single readings can be large or run the other way; the % refers to the polarisation; also: potency is read from the fitted curve at half-maximal effect
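Steps: dispense CXXC domain solution (7 uM) → pin compounds or unlabeled HOX-A9 DNA control → 5 min ambient → add FLSN-HOX-A9 solution (50 nM) → spin → 30 min ambient → fluorescence polarization. Tris pH 7.5/NaCl/DTT/BSA buffer.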
BCR signal inh – blocks chronic active B-cell receptor signaling; ABC-DLBCL IkBa-CBG/CBR reporter, luminescence ratio, 4 h; Potency, µM (top dose mostly 46.1 µM), for the others: top-dose ratio change, negative = lower green/red ratio, usual class: inhibitors; actives 0.05% (n = 340,000); AID 493014; active = well fitted inhibition curve with a large enough effect in the signal ratio, with a control signal flat, not every such curve was filed as active; inconclusive = small, poorly fitted or top-dose-only effect, or effect the other way, or a change in a side signal; the % refers to the signal ratio;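 also: potency is read from the fitted curve at half-maximal effect; plate controls were basal doxycycline-induced cells for no effect and cells given 10 µM MG132 for full effect; MG132 reads +100%, hits lower the ratio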
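TMD8 ABC-DLBCL cells carrying doxycycline-inducible green luciferase fused to IkappaBalpha plus unfused red luciferase were exposed to compounds (up to 46 uM) for 4 hrs at 37C. Activity came from the overlap-corrected green/red luminescence ratio.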
Tb PFK inh – T. brucei PFK enzyme inhibition. O15648. T. brucei PFK, ADP-Glo luminescence. Potency, µM (titrated, usually from 57.5 µM), without a hit: at the highest dose activity, negative = inhibition, usual class: inhibitors. actives 0.17% (n = 330,000). AID 485367;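 also: potency is read from the fitted curve at half-maximal effect; 0% = uninhibited 1x PFK enzyme wells and -100% = no-enzyme wells; nearly all actives have a fitted effect of over 60% in size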
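Luminescent ADP detection (ADP-Glo, two-step: ATP depletion then ADP-to-ATP conversion for luciferase) reported PFK activity after 45 min room-temperature reaction of 1.25 nM enzyme with 0.5 mM F6P and 0.1 mM ATP at pH 8.0.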
TSHR antag – antagonists of human thyroid stimulating hormone receptor | P16473 | TSHR-expressing cells, TSH-stimulated cAMP HTRF, 2 h; active compounds read low | activity change, negative = inhibition, % at 11.5 µM | actives 0.2% (n = 330,000) | AID 504810;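 active = activity change below a set negative limit, meaning inhibition stronger than a set level, cut at about -70% in these data; inconclusive = activity change between two set negative limits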; also: % is scaled to controls: 0 for no effect and ±100 for the full control effect
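Inhibition of cAMP made by TSHR-expressing cells under TSH stimulation (4nM final, EC80; 2 h, 37 deg C) is quantified with a one-step lysis HTRF kit, anti-cAMP cryptate versus cAMP-d2.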
KCNH2 WT inh – inhibitors of human wildtype KCNH2 potassium channel; Q12809; U2OS, BacMam KCNH2, thallium flux FluxOr; active compounds read low; activity change, % at 1.84 µM; actives 0.37% (n = 340,000); AID 720551;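 active = maximum activity change below -70%; inconclusive = maximum activity change between -70% and -50%; inactive = maximum activity change above -50%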; also: % is scaled to controls: 0 for no effect and ±100 for the full control effect
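U2OS cells transduced with wild-type KCNH2 virus are loaded with FluxOr dye for 45 min, and thallium flux is measured in kinetic reads before and after stimulation buffer. Rate constants are normalized to DMSO controls.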
GALK inhibitor – galactokinase (human) inhibition. P51570. Purified GALK, Kinase-Glo residual ATP luminescence. Potency, µM (doses to about 57.5 µM), for inactives: top-dose activity change, negative = inhibition, hits mostly inhibitors. actives 0.007% (n = 270,000). AID 1868; also: potency is read from the fitted curve at half-maximal effect; % is scaled to controls: 0 for no effect and ±100 for the full control effect
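Compounds were pin-transferred into ATP buffer (35 uM final), then GALK plus galactose (5 nM, 100 uM final) was added. After 1 h at room temperature, Kinase-Glo Plus was added and luminescence read after 10 min.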
Coupling enz – inhibits coupling enzyme system, counter-screen for aldolase hits. coupling enzyme system counterscreen, AmpLite Red fluorescence. activity change, negative = inhibition, % at 58.2 µM, hits read low. actives 0.67% (n = 290,000); in the data active = activity change below about -30%; also: % is scaled to controls: 0 for no effect and ±100 for the full control effect
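Final compound at 57.5 uM, incubated 10 min at RT with coupling enzyme reagent (glyceraldehyde-3-phosphate), then 20 min with substrate and AmpLite Red detection. Fluorescence read at 525/598 nm; tests interference with the coupling assay, not aldolase inhibition.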
TCR act – activates T cell receptor signaling. AID 504894. 330,000 tested, under 10 active. primary human leukocytes, anti-CD3, IL-2 HTRF, 48 h. Potency, µM (series often up to 9.22 µM), for inactives: top-dose activation of IL-2 secretion, usual class: activators; also: % of control where 0% means no effect
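Human primary leukocytes + a-CD3 beads + cpd, 48 hr; IL-2 in supernatant by HTRF (ex 320nm / em 665nm). No co-stimulatory signal supplied.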
Giardia killer – kills Giardia lamblia; Giardia lamblia trophozoite viability; activity change, % at 7.66 µM, hits read low; actives 0.15% (n = 340,000); AID 540267; in the data active = activity change below about -80%; inconclusive = between about -30% and that limit;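 also: parasites exposed to compound for two days anaerobically before the ATP read; % is scaled to controls: 0 for no effect and ±100 for the full control effect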
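Giardia lamblia trophozoites (100 cells/well) were incubated with compounds for 48 h at 37 deg C under anaerobic conditions. Viability was read as ATP content by one-step luminescence after 15-30 min at room temperature.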
A-T KAP1 phos – candidate therapy for ataxia-telangiectasia; […] A-T fibroblasts, KAP-1 phosphorylation AlphaLISA; neocarzinostatin DNA damage 30 min before lysis; Potency, µM (doses to about 57.5 µM), for inactives: at the top dose activation, actives largely listed as activators; actives 0.19% (n = 320,000); AID 485349; also: potency is read from the fitted curve at half-maximal effect; % of control where 0% means no effect; nearly all actives have a fitted effect of over 45% in size
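ATM-like activity read as KAP-1 phosphorylation via AlphaLISA donor/acceptor antibody pairs after lysis and 6 hr at 25C. Cells were ATM-null patient fibroblasts ([…], hTERT), dosed 60 min, then exposed to the DSB inducer NCS for 30 min.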
An asterisk follows results filed as active; ? = inconclusive; · = no result given; [ ] = remark or other dose. Unless noted, calls follow the shape of the dose curve; as a rule, active = well fitted curve in the direction sought with a large enough effect; inconclusive = small, poorly fitted or top-dose-only effect, or another doubt; inactive = no such curve, though single readings can be large; an effect the other way counts as inactive or inconclusive.

SMILES	CXXC DNA block	BCR signal inh	Tb PFK inh	TSHR antag	KCNH2 WT inh	GALK inhibitor	Coupling enz	TCR act	Giardia killer	A-T KAP1 phos
Fc1ccc(NCc2nnc(SCc3nnc(-c4ccccc4)o3)n2CC2CCCO2)cc1 (configuration not stated)	0%	?	-5%	-3	-3	0%	-1	·	-1	7%
CCOC(=O)N1CCN(C(=O)COc2ccc3c(c2)C(=O)CC(C)(C)O3)CC1	3%	4%	1%	8	-8	0%	1	-3%	2	4%
Cc1ccc(/C(O)=C2\C(=O)C(=O)N(CC(C)O)C2c2cccc(F)c2)cc1 (configuration not stated)	-4%	4%	-13%	12	-5	0%	-7	-4%	-6	6%
COC(=O)[C@]1(C)N[C@H](c2ccc(-c3ccc(OC)cc3)cc2)[C@@H]2C(=O)N(C)C(=O)[C@@H]21	·	-1%	-1%	-5	1	·	·	-4%	-28	1%
COc1cccc(C2Cc3ccccc3C(=O)O2)c1 (configuration not stated)	-4%	9%	4%	9	-21	·	2	-6%[46.1 µM]	1	0%
Cc1cc(C(=O)COC(=O)Cn2cnc3c2c(=O)n(C)c(=O)n3C)c(C)n1C	1%	3%	1%	17	0	-1%	1	6%	-7	-6%
CCOc1cc(CNCc2cccs2)ccc1OCC(=O)NC(C)(C)C	-1%	-3%	6%	27	14	1%	1	2%	-6	1%
COc1ccc(CN(C(=O)c2cc(=O)c3ccccc3o2)C2CCS(=O)(=O)C2)cc1OC (configuration not stated)	3%	-1%	2%	-4	-1	-1%	-3	1%	-15	-4%
COc1cc(/C=C(\NC(C)=O)C(=O)Nc2ccc(NC(C)=O)cc2)ccc1OC(C)=O	10%	-3%	2%	9	-2	1%	1	4%[46.1 µM]	-13	4%
CCOC(=O)C1(C)/C(=N/Nc2ccccc2OC)C(=O)C(=O)N1c1ccccc1 (configuration not stated)	11%	?	-2%	2	7	6%	-7	2%	-7	4%
Cc1nc2ccccn2c1C(=O)NNS(=O)(=O)c1ccc(C(C)(C)C)cc1	-2%	-3%	0%	-25	3	-4%	0	14%[46.1 µM]	-17	5%
CCCSc1nnc(CN2CCOCC2)n1C	10%	0%	-3%	3	-6	0%	4	2%	3	-8%
COc1cccc(CNc2nnnn2C)c1OC	2%	1%	-5%	-1	-1	0%	1	·	8	1%
COc1ccccc1/C=C(/CC(=O)NCc1ccc(F)cc1)c1nc2ccccc2s1	5%	4%	9%	-9	12	1%	0	-11%[46.1 µM]	-14	-1%
COC(=O)CN1CCN(C(c2ccccc2)c2ccccc2)CC1	19%	4%	-2%	4	-3	2%	6	-10%	-12	5%
CCOC(=O)CSc1nnc(-c2cccc(Br)c2)o1	0%	?	1%	-10	4	3%	0	-2%	-12	-2%
CCOc1cc(C)c(Cl)cc1S(=O)(=O)NCc1ccco1	-3%	1%	0%	·	0	0%	0	3%	3	-2%
COc1ccc(C(=O)n2nc(-c3ccc(OC)cc3)nc2N)cc1	193%[activator]	4%	-2%	-4	0	-2%	0	7%[46.1 µM]	4	9%
C=C(C)COc1ccc(-c2n[nH]c(C)c2-c2ccc(Br)cc2)c(O)c1	2%	?	0%	-17	-22	-6%	-2	-5%	6	5%
CC(C)CC(NS(=O)(=O)c1ccc2c(c1)oc(=O)n2C)C(=O)NCc1cccnc1 (configuration not stated)	-17%	?	1%	8	-3	1%	1	1%	-22	4%
CC(Oc1cccc(Cl)c1)C(=O)Nc1cc(S(=O)(=O)N2CCCCC2)ccc1N1CCOCC1 (configuration not stated)	·	1%	0%	3	0	·	·	2%	-17	0%
Cc1cc(Cn2nc(-c3ccccc3)cc2C(=O)NCc2cccc(C(F)(F)F)c2)on1	·	?	-5%	-21	·	·	·	-9%	-10	18%
CCCSc1ccc([C@H]2N[C@@](C)(C(=O)OC)[C@H]3C(=O)N(CC)C(=O)[C@@H]23)cc1	·	-1%	0%	3	3	·	·	7%	-11	0%
Cc1cc(C)c(OCCN2CCCC2)c(Cl)c1	-3%	-2%	2%	-3	20	-2%	-1	3%	-16	-4%
Cc1cc(C(=O)CSc2ccc3c(c2)OCCO3)c(C)n1C1CC1	22%	?	1%	0	-1	-2%	0	12%[46.1 µM]	-26	-8%
CC1CN(c2sc(S(C)(=O)=O)nc2S(=O)(=O)c2ccc(Cl)cc2)CC(C)O1 (configuration not stated)	2%	0%	-3%	13	11	0%	·	5%	11	-22%
CCCCC(=O)Nc1ccc(C(=O)NNC(=O)CCCOc2ccc(Cl)cc2Cl)cc1	13%	2%	-1%	1	-1	2%	-4	1%[46.1 µM]	-14	-2%
Cc1ccc(NC(=O)C(C)c2ccc(-c3ccccc3)c(F)c2)c(C)c1 (configuration not stated)	14%	6%	1%	-12	-17	-1%	1	5%	-1	1%
CCOC(=O)CSc1nc(N)nc(C)c1Cl	-5%	6%	0%	-14	0	1%	1	2%	-1	4%
CC(NC(=O)NC12CC3CC(CC(C3)C1)C2)C1CCCO1 (configuration not stated)	-4%	-4%	0%	11	0	-1%	4	?	-9	-3%
CCOc1ncccc1C(=O)N1CCN(S(=O)(=O)c2ccccc2)CC1	?	4%	2%	4	-1	3%	4	-12%	-9	-2%
CC(=O)Nc1ccccc1O	2%	?	-2%	1	0	0%	3	2%	-2	7%
CCc1cc2c(C)ccc(C)c2nc1SCC(=O)Nc1c[nH]c(=O)[nH]c1=O	37%[activator]	-7%	-1%	4	15	8%	2	10%	18	-1%
Cc1nn(-c2ccccc2)c(Cl)c1/C=N/NC(=O)c1ccco1	-4%	?	-3%	-13	4	0%	2	2%	-4	-1%
COc1ccc(CCNC(=O)Cn2cc(C(F)(F)F)cc(Cl)c2=O)cc1	-1%	1%	-3%	4	3	2%	0	-5%[46.1 µM]	19	-4%
C/C(=N\NC(=O)CC#N)c1cc2ccc(O)cc2oc1=O	?	?	18%	-2	-5	-1%	1	·	-17	1%
O=C(NC(=S)N1CCCC1)c1ccccc1Cl	-3%	1%	-1%	5	11	-2%	·	-5%	-3	3%
COc1ccc(/C(O)=C2/C(=O)C(=O)N(CCN(C)C)C2c2cccnc2)cc1OC (configuration not stated)	-2%	0%	-2%	18	-1	4%	-4	-7%	-9	3%
O/N=C(/CCc1ccccc1)C1(O)CCCCC1	-1%	?	2%	-8	-17	2%	2	·	19	·
Cn1nnc(NC(=S)NC(=O)c2cccs2)n1	21%	-9%	0%	8	-1	3%	-7	-4%[46.1 µM]	2	-2%
CCOC(=O)Cc1csc(NS(=O)(=O)c2ccc(Br)cc2)n1	-7%	4%	-3%	4	-4	6%	13	3%	8	-6%
Cc1c(N)cc(C(=O)N2CCOCC2)cc1[N+](=O)[O-]	-4%	0%	3%	1	15	·	0	-7%[46.1 µM]	15	-5%
O=C(NC1CCCC1)c1c[nH]c2ccc(F)cc2c1=O	-4%	16%	-2%	-13	2	-4%	-2	-2%	-11	8%
Cn1c(SCC(=O)NCCN2C(=O)CSC2=O)nc2ccccc2c1=O	2%	-2%	-12%	-1	-7	-2%	-1	1%	-13	-6%
COc1ccc(Cc2nc3ccccc3n2CC(=O)N/N=C/c2ccc(O)cc2)cc1OC	0%	?	11%	6	-24	1%	-2	0%[46.1 µM]	-20	0%
COc1cc(C=O)ccc1OCc1cccc(Br)c1	-6%	0%	2%	-16	16	-1%	1	-1%[46.1 µM]	-5	6%
Cc1cc(C)cc(-n2ncc3c2CCCC3NC(=O)CCN2CCCC2=O)c1 (configuration not stated)	25%	4%	-7%	-7	-3	3%	·	-6%	7	10%
Cc1ccc(-n2cc(-c3ccccc3)[nH]c2=O)cc1F	6%	?	-8%	6	0	0%	4	0%	9	-5%
Cc1ccc(S(=O)(=O)CCC(=O)OC(C)C(=O)c2c(C)[nH]c3ccccc23)cc1 (configuration not stated)	1%	-10%	12%	2	-3	1%	0	1%[46.1 µM]	21	5%
CCOC(=O)c1ccccc1NC(=O)Cc1ccc(S(=O)(=O)N2CCCC2)s1	·	2%	-3%	-21	-1	·	·	-3%	-5	18%
O=S(=O)(c1ccccc1)N(Cc1nc(-c2ccccc2)no1)C1CCCCC1	2%	7%	0%	-7	-12	0%	-1	-6%	7	8%
Cc1nc(C(F)(F)F)c(C(=O)N=CN(C)C)s1	-3%	-1%	3%	-10	-3	-4%	0	-1%	-12	4%
CC(C)(C)C(C(=O)O)N1CCS(=O)(=O)CC1 (configuration not stated)	1%	-3%	-1%	-2	18	-2%	1	6%	-2	5%
